# Assay outcomes deposited in PubChem BioAssay by several laboratories.
# V1R ag counter = agonists of human V1a receptor, primary screen, counter-screen for OXTR agonist project, fluorescence, CHO-V1R cells; Vasopressin V1a receptor (Homo sapiens), P37288; Fluo-8 calcium fluorescence, agonist mode; 0% DMSO, 100% 3 nM vasopressin; activation, % at 3 µM; 0.25% of 320,000 active; AID 2797, 2010;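 active = activation above the mean activation of all tested compounds plus 3 SD, per screening run, cut at about 20% in these data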;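 also: signal is peak over basal fluorescence ratio across a 100 second FLIPR read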
# NALP1 yeast inh = NALP1 inflammasome inhibitors in reconstituted yeast, colorimetric, S. cerevisiae, triplicate retest | S. cerevisiae NALP1/ASC/caspase-1 growth, X-gal OD620, 72 h | inhibition, % at 10 µM | 0.61% of 280,000 active | AID 2071, 2009; in the data active = inhibition mostly above about 24%, no sharp cut-off; inactive = mostly below about 32%; also: some compounds called inactive have numbers as strong as hits
# M18AAP inhibitor = PfM18AAP inhibitors, malaria aminopeptidase, primary screen, biochemical, QFRET, recombinant enzyme; M18 aspartyl aminopeptidase (Plasmodium falciparum 3D7); H-Glu-NHMec fluorogenic cleavage; inhibition, % at 7.35 µM; 1.2% of 290,000 active; AID 1822, 2009;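 active = inhibition above the campaign mean inhibition over all tested compounds plus 3 SD, cut at about 28% in these data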;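 also: 0% = plate median of test compound wells and 100% = 2 mM ZnCl2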
# GalR3 antagonist = GalR3 antagonists in HEK293 cells, primary screen, cell-based, fluorescence readout | inhibition, % at 3 µM | HEK293 GalR3-CNG cAMP membrane potential fluorescence; galR3 body fused to GalR1 C-terminus | 0.44% of 360,000 active | Galanin receptor type 3 (Homo sapiens), O60755;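 active = inhibition above the screen-wide average plus 3 SD, cut at about 13% in these data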;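 also: forskolin and galanin both at EC90 stimulate the cells; cAMP rise reported by CNG channel membrane potential dye signal; 0% = forskolin plus galanin with DMSO and 100% = forskolin alone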
# Target sequence (O60755 1-299 limits assumed): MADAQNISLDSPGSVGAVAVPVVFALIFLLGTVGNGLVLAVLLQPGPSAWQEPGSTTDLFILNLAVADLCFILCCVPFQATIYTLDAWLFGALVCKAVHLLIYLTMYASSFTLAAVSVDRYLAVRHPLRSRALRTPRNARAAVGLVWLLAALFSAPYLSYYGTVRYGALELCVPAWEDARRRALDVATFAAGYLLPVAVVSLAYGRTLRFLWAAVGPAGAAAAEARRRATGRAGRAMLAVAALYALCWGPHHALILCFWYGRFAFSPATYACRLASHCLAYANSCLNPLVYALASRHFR
# MEKK2mut PB1 HTS = MEK5 binding signal on mutant MEKK2 PB1, primary screen, biochemical, multiplex bead flow cytometry, Alexa488-MEK5. Alexa488-MEK5 binding to MEKK2 mutant. percent response, % at 10 µM. 0.35% of 290,000 active. AID 1530, 2009; in the data active = percent response above about 24%, passing the limit was not always enough; also: inactives centre near 1; some results filed as inactive read as strong as hits
# OXTR potentiator = human OXTR potentiators, primary screen, fluorescence, CHO-OTR cells, Fluo-8 calcium; activation, % at 3 µM; Fluo-8 calcium fluorescence, potentiator mode; 0% = oxytocin EC15, 100% = EC100; 0.061% of 320,000 active; Oxytocin receptor (Homo sapiens), P30559;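 active = activation above that plate's cutoff, the mean activation of tested compounds plus 3 SD, cut at about 6.6% in these data, passing the limit was not always enough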;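 also: 100% uses oxytocin at 75 nM as the full agonist control; some results filed as inactive read as strong as hits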
# Target sequence (P30559 whole entry, looked up): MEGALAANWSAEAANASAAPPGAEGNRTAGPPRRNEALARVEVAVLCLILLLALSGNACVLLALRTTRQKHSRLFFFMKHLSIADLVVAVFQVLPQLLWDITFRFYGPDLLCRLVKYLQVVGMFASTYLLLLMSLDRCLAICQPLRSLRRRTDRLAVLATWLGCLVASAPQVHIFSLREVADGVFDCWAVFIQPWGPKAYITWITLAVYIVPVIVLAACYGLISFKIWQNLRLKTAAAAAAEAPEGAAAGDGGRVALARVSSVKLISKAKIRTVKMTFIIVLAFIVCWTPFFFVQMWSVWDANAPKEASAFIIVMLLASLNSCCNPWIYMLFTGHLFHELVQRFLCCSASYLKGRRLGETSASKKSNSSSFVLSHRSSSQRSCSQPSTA
#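 Material: CHO-OTR cells, human receptor; compound dosing: single dose, 3.0 µM nominal final compound concentration; schedule: 6 min compound pre-incubation at room temperature, 100 s kinetic read; measured by: kinetic Fluo-8 calcium fluorescence; read-out basis: % activation vs EC15 and EC100 oxytocin; controls: EC15 oxytocin alone as 0%, 75 nM oxytocin as 100%; replicates: singlicate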
# OXTR ag = human OXTR agonists, primary screen, fluorescence, CHO-OTR cells, Fluo-8 calcium | AID 2435, 2010 | Oxytocin receptor (Homo sapiens), P30559 | 0.32% of 320,000 active | Fluo-8 calcium fluorescence; normalized: DMSO 0%, oxytocin 100% | activation, % at 3 µM;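 active = activation above the mean of all tested compounds plus 3 SD, cutoff set per screening run, cut at about 20% in these data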;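 also: peak over basal fluorescence ratio from a 100 s FLIPR kinetic read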
# GPR7 antagonist = GPR7 receptor antagonists, primary screen, cell-based, fluorescence, single concentration; inhibition, % at 4.4 µM; 1.1% of 290,000 active; GPR7-expressing cells, fluorescence antagonist assay; AID 1861, 2009; Neuropeptides B/W receptor type 1 (Homo sapiens), P48145; in the data active = inhibition above about 16%, passing the limit was not always enough;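 also: cells stimulated with the agonist NPW; 0% = agonist with vehicle and 100% = vehicle without agonist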
# Target sequence (P48145 whole entry, looked up): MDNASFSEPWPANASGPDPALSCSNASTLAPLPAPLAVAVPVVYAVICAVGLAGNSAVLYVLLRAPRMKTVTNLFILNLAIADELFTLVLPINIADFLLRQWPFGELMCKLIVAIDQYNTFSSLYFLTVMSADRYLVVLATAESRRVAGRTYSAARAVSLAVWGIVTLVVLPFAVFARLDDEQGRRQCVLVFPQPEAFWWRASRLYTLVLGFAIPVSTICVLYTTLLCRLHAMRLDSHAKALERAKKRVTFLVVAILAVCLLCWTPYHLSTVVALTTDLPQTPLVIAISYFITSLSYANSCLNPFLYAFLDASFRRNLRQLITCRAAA
# MEKK2wt PB1 HTS = modulators of MEK5 binding to wildtype MEKK2, primary screen, biochemical, multiplex bead flow cytometry, Alexa488-MEK5 | Alexa488-MEK5 binding to MEKK2 WT; actives lie on both sides | binding response (% of control), % at 10 µM | 1.1% of 290,000 active | Mitogen-activated protein kinase kinase kinase 2 (Homo sapiens), Q9Y2U5 | AID 1531, 2009; in the data active = binding response below about 67% or above about 130%
# Starred values were filed as active, the others as inactive; . = not tested or not shown.
SMILES,V1R ag counter,NALP1 yeast inh,M18AAP inhibitor,GalR3 antagonist,MEKK2mut PB1 HTS,OXTR potentiator,OXTR ag,GPR7 antagonist,MEKK2wt PB1 HTS
COc1ccc(S(=O)(=O)NCC2CCCO2)cc1NC(=O)c1ccccc1 (stereo unspecified),-0.5,-7,6,-4,-5,-3,-0.8,-18,92
C/C=C/C1=CC(=O)C[C@H](c2ccc(OC)c(OC)c2)C1,0.3,.,.,-6,.,5,1.1,.,.
Cc1cc(NC(=O)CSc2nc3c(C)ccc(C)c3cc2C#N)no1,2.2,0,-4,-8,1,-8,0.1,0,98
CCOc1ccc(Nc2nc3c(C)cccc3cc2C#N)cc1,0.3,10,1,-7,8,-12,-1.2,-25,115
O=C(NCCN1CCOCC1)c1cccc(Cl)c1,1.0,-65,-1,-5,1,-2,1.2,-1,103
COc1ccc(OC)c(NC(=O)CSc2nnc(CNc3ccc(F)cc3)o2)c1,3.6,-3,7,-8,-6,-19,3.5,-5,95
COC(=O)c1ccc(CNC(=O)c2ccc3c(c2)NC(=O)CS3)cc1,-0.3,.,.,4,.,0,0.3,.,.
Cc1cc(COc2ccccc2OCc2cc(C)no2)on1,-1.0,.,-10,5,0,3,-0.3,-8,96
CCCCNC(=O)Nc1ccccc1Br,-0.3,29,3,-3,-3,0,-1.8,-10,94
CC1CCC(NC(=O)c2cc3c(=O)n(C)c4ccccc4c3n2C)CC1 (stereo unspecified),0.3,3,-8,9,-2,4,0.1,-14,90
CC(C)c1csc(CN2CCCC(CNC(=O)c3cccc4ccccc34)C2)n1 (stereo unspecified),6.8,22,0,-4,4,-4,0.6,-5,108
O=C(NNC(=O)c1cccs1)c1cccnc1,-1.1,6,0,-9,-1,-8,-1.0,-14,95
CCn1c2ccccc2c2cc(CN3CCN(Cc4cc(OC)ccc4O)CC3)ccc21,1.6,26,7,-3,2,-3,7.3,3,116
O=C(Nc1ccc(N2CCN(C(=O)c3ccco3)CC2)cc1)c1cccc(F)c1,1.0,-25,5,1,-2,-10,-0.7,2,97
Cc1ccc(NS(=O)(=O)c2cc(C(N)=O)ccc2C)cc1,-0.5,-2,0,-6,12,-2,0.3,5,100
CCCCN1C(=O)CC(C(=O)OCC)=C1C,.,14,-12,-12,-4,.,.,-7,97
COc1ccc(CN(CC(=O)NCC2CCCO2)C(=O)CCC(=O)Nc2cc(C)ccn2)cc1 (stereo unspecified),.,10,1,7,12,.,.,-7,97
CCOC(=O)N/N=C(\C)c1ccc(Br)cc1,-0.5,21,0,-1,2,-5,-1.9,0,101
Cc1ccc(-c2cc(C(F)(F)F)n3nc(C(=O)Nc4c(C)n(C)n(-c5ccccc5)c4=O)cc3n2)cc1,-0.9,2,-10,-3,2,0,-1.6,-7,105
CC(CC(=O)O)n1nnc2ccccc21 (stereo unspecified),4.2,.,-13,-7,4,2,-0.1,-5,101

# Reprinted at random: 2 entries already listed
SMILES,V1R ag counter,NALP1 yeast inh,M18AAP inhibitor,GalR3 antagonist,MEKK2mut PB1 HTS,OXTR potentiator,OXTR ag,GPR7 antagonist,MEKK2wt PB1 HTS
COc1ccc(S(=O)(=O)NCC2CCCO2)cc1NC(=O)c1ccccc1 (stereo unspecified),-0.5,-7,6,-4,-5,-3,-0.8,-18,92
Cc1ccc(-c2cc(C(F)(F)F)n3nc(C(=O)Nc4c(C)n(C)n(-c5ccccc5)c4=O)cc3n2)cc1,-0.9,2,-10,-3,2,0,-1.6,-7,105

# (further entries)
SMILES,V1R ag counter,NALP1 yeast inh,M18AAP inhibitor,GalR3 antagonist,MEKK2mut PB1 HTS,OXTR potentiator,OXTR ag,GPR7 antagonist,MEKK2wt PB1 HTS
CCNC(=O)CN(c1ccc(C)cc1)S(=O)(=O)c1ccc(SC)cc1,-0.5,33,-5,-2,6,3,-0.1,-5,114
Cc1nc(-c2ccc(Cl)cc2)sc1C1(C)CC(c2cccnc2)=NO1 (stereo unspecified),0.4,-1,.,-1,3,-11,3.3,.,95
O=[N+]([O-])c1cccc(Cl)c1NCCNS(=O)(=O)c1ccc(Cl)cc1,0.1,27,-2,-9,4,-10,-2.4,-4,104
CC1CCCCC1NC1=NCCS1 (stereo unspecified),0.9,-14,-3,0,2,0,1.6,-3,105
CCc1ccc(N(CC(=O)Nc2ccccc2C(=O)N2CCOCC2)S(C)(=O)=O)cc1,-0.8,23,1,-5,0,7,0.3,-12,106
CC1CCCC(NC(=O)COC(=O)Cc2ccsc2)C1C (stereo unspecified),-0.6,7,-6,-3,5,-4,4.9,0,111
CCOC(=O)N1CCN(C(=O)c2ccc(CS(=O)(=O)c3ccc(OC)cc3)o2)CC1,-0.1,.,0,-2,4,-8,0.1,-3,113
C1=C(CCNc2nnnn2-c2ccccc2)CCCC1,5.4,-1,-9,-8,1,-16,4.6,-1,94
COc1ccccc1NC(=O)C1(C)Cc2ccccc2C(=O)O1 (stereo unspecified),-0.7,.,0,.,9,0,-1.1,3,107
Cc1cccn2c(=O)c(C=NCc3ccccc3)c(NCCO)nc12,8.2,10,-9,-2,-9,8,0.8,5,84
COc1ccc(CCNC(=O)c2ccc(-c3ccc([N+](=O)[O-])cc3Cl)o2)cc1OC,4.9,23,10,-3,1,-6,4.9,-7,95
CSCCC(NS(=O)(=O)c1ccc(C)cc1)C(=O)NC1CCCCC1 (stereo unspecified),-1.1,0,7,-2,0,-12,-0.9,-9,105
Cc1c(OCC(=O)NCCCn2ccnc2)ccc2c3c(c(=O)oc12)CCCC3,1.2,-4,-4,-10,2,-6,0.6,-5,103
COc1ccc2[nH]cc(CCNC(=O)CCC3CCCCC3)c2c1,0.6,14,2,-3,-1,-1,-0.6,-7,99
O=C(COc1ccc(Br)cc1)Nc1ccc(S(=O)(=O)Nc2ccccn2)cc1,13,2,1,-3,-5,-12,7.2,-13,91
O=C(Cn1nc(-c2ccccc2)c2ccccc2c1=O)Nc1ccc2c(c1)nc1n2CCOC1,-0.1,12,4,2,-4,-14,-0.9,-1,95
CC(Sc1nn(-c2ccc(Cl)cc2)c(=S)s1)C(=O)NCC1CCCO1 (stereo unspecified),-1.6,.,.,-1,.,-14,-1.8,.,.
CCOC(=O)CN1C(=O)N[C@@H](c2cccc(F)c2)C(C(=O)OC)=C1C,0.1,.,.,-2,-2,-5,1.3,.,102
CSc1ccccc1C(=O)NCc1cccnc1,-0.5,-4,-1,-2,-3,-6,-0.7,1,93
CC(C)c1nc2ccccc2c2nnc(SCC(=O)NCc3ccco3)n12,-0.9,0,2,-2,3,0,-1.7,-9,103

# Compound profiles (already shown):
# `Cc1nc(-c2ccc(Cl)cc2)sc1C1(C)CC(c2cccnc2)=NO1` (stereo unspecified) as listed: V1R ag counter: 0.4; NALP1 yeast inh: -1; M18AAP inhibitor: .; GalR3 antagonist: -1; MEKK2mut PB1 HTS: 3; OXTR potentiator: -11; OXTR ag: 3.3; GPR7 antagonist: .; MEKK2wt PB1 HTS: 95
# `CSc1ccccc1C(=O)NCc1cccnc1` as listed: V1R ag counter: -0.5; NALP1 yeast inh: -4; M18AAP inhibitor: -1; GalR3 antagonist: -2; MEKK2mut PB1 HTS: -3; OXTR potentiator: -6; OXTR ag: -0.7; GPR7 antagonist: 1; MEKK2wt PB1 HTS: 93
# `CCOC(=O)N1CCN(C(=O)c2ccc(CS(=O)(=O)c3ccc(OC)cc3)o2)CC1` as listed: V1R ag counter: -0.1; NALP1 yeast inh: .; M18AAP inhibitor: 0; GalR3 antagonist: -2; MEKK2mut PB1 HTS: 4; OXTR potentiator: -8; OXTR ag: 0.1; GPR7 antagonist: -3; MEKK2wt PB1 HTS: 113

# (more compounds)
SMILES,V1R ag counter,NALP1 yeast inh,M18AAP inhibitor,GalR3 antagonist,MEKK2mut PB1 HTS,OXTR potentiator,OXTR ag,GPR7 antagonist,MEKK2wt PB1 HTS
CN1CCN(S(=O)(=O)c2cc(Cl)c(Cl)cc2Cl)CC1,1.6,15,-8,-5,1,-6,0.4,-7,105
O=C(CCn1c(=O)c2ccccc2n(Cc2cccc([N+](=O)[O-])c2)c1=O)N1CCc2ccccc2C1,1.3,17,-2,-4,-3,0,-1.4,-15,90
O=S(=O)(NCCc1csc(-c2ccccc2)n1)c1cccnc1,0.7,.,-3,-5,-4,0,1.5,-2,96
CCOC(=O)N1CCN(S(=O)(=O)c2ccc(C(=O)Nc3nnc(C)o3)cc2)CC1,0.5,18,-4,0,-1,1,0.2,-11,96
CN(CC(=O)Nc1ccccc1Br)C(=O)C1CCN(C(=O)c2ccc(Cl)cc2)CC1,0.4,10,-16,-3,-6,1,-0.2,-12,89
Cc1ccc(NC(=O)CSc2nnc(CNC(=O)c3ccccc3F)o2)cc1Cl,12,-5,-5,-7,-1,-12,8.5,10,102
CCOC(=O)CON1C(=O)C(=O)N(OCC(=O)OCC)C2CCCCC21 (stereo unspecified),0.9,16,1,-5,-4,-7,-0.4,-3,106
CCCc1ccc(Oc2cc(N3CCOCC3)nc(-c3ccccc3)n2)cc1,0.6,.,2,.,4,-3,-0.3,-4,111
CN(CC(=O)Nc1c(Cl)cccc1Cl)C(=O)c1ccc2nc[nH]c2c1,-0.2,.,.,-1,.,-5,0.3,.,.
Cc1ccc(C(=O)N/C(=C\c2cccc([N+](=O)[O-])c2)C(=O)NCc2ccncc2)cc1,1.0,30,-3,.,0,-8,0.1,-7,95
Cc1cc(NC(=O)CSc2nnc(-c3ccco3)n2N)no1,0.9,.,.,2,.,-2,1.0,.,.
CC(C)(C)OC(=O)N1CCC[C@H]1C(=O)O,0.5,19,-14,-5,-4,-7,-0.2,0,95
COCCNc1oc(-c2ccc(C)cc2)nc1C#N,-1.1,15,-4,0,.,-9,-1.3,-7,.
CC(NC(=O)CNC(=O)C1CCCCC1)c1ccc(S(N)(=O)=O)cc1 (stereo unspecified),0.1,12,-1,-8,0,-2,0.7,-12,100
COc1cc2c(cc1OC)N1C(=O)CC(OCC(=O)O)C3C4CC5(CCN5C(=O)C4=O)C2C31 (stereo unspecified),1.2,-5,-18,-4,-5,-1,-0.8,-5,95
CC(C)N(C(=O)CSc1ccc(S(=O)(=O)N2CCCCC2)cn1)C(C)C,-0.7,.,.,-2,.,-1,0.2,.,.
COc1cc(N2Cc3ccccc3C2)ccc1C=O,-0.7,2,7,-11,1,-3,-2.2,-13,101
C=CCOC(=O)c1[nH]c2c(c1C)C(=O)CC(c1cc(OC)c(OC)c(OC)c1)C2 (stereo unspecified),6.9,14,0,.,1,-22,11,14,106
O=C(NCCCc1ccccc1)c1ccc(Br)o1,-0.8,.,9,-6,-4,-15,-2.1,4,95
O=[N+]([O-])c1ccc(Cl)c(NC2=NCCCCC2)c1,0.3,-20,2,-8,5,-1,-0.1,-3,109
